Screens from PubChem.
FLuc modulator: inhibits or activates purified firefly luciferase, miR-21 counter-screen; P08659; purified FLuc, Km substrates, luminescence inhibition; Potency, µM (highest dose often 57.5 µM), without a hit: at the highest dose activity change, negative = inhibition, most hits filed as inhibitors; 360,000 compounds, 6.9% hits; active = well fitted inhibition curve with a large enough effect; inconclusive = small, poorly fitted or top-dose-only effect;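 also: plate controls were vehicle for no effect and reference inhibitor for full effect; nearly all actives have a fitted effect of over 55% in size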
Target sequence (P08659 whole entry, looked up): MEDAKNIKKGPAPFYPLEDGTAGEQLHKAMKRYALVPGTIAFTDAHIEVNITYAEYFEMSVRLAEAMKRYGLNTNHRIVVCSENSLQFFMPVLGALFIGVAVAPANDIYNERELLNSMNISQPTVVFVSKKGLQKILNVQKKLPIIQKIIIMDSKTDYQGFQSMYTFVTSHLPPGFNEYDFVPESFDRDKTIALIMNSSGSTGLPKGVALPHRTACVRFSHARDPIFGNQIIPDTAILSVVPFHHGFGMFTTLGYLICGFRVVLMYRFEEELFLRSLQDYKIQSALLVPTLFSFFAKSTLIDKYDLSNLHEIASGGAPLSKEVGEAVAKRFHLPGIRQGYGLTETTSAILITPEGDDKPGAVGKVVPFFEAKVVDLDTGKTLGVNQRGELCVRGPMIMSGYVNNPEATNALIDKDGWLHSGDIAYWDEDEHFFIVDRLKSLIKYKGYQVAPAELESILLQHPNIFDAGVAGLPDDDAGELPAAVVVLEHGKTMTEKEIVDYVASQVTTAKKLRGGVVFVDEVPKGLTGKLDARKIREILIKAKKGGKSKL
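Biochemical qHTS of compounds, final roughly 60 µM downward over six points, against 10 nM purified firefly luciferase using Km concentrations of substrates (10 uM D-luciferin, 10 uM ATP) in Tris acetate pH 7.5 buffer; luminescence output.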
Numbers without * were called inactive; ? = inconclusive. Potency is read from the fitted curve at half-maximal effect.

SMILES	FLuc modulator
COc1ccc(C2Sc3ccccc3NC3=C2C(=O)c2ccccc23)c(OC)c1OC (configuration not stated)	0%
CCCc1nn2c(=O)cc(COC(=O)c3ccc(NC(=O)COc4ccccc4)cc3)nc2s1	0%
CCC(=O)N1c2nc(C(C)C)nn2C2(CCCCC2)[C@@H]2CCCC[C@@H]21	-9%
COc1ccc(CNC(=O)CCc2c(C)nc3c4cccnc4nn3c2C)cc1	1%
O=C(NCC(c1cccnc1)N1CCc2ccccc2C1)c1ccc(F)c(F)c1 (configuration not stated)	-1%
Cc1ccc2oc(=O)c3cnn(CC(=O)N4CCN(c5cccc(Cl)c5)CC4)c3c2c1	1%
COc1ccc(NC(=O)CC2C(=O)N(c3ccc(F)cc3)C(=O)N2Cc2ccc3c(c2)OCO3)cc1 (configuration not stated)	-3%
CCCn1cc(S(=O)(=O)c2cccc(Cl)c2)c(=O)c2cc(F)c(N3CCCC3)cc21	0%
O=C(Cn1cnc2c(oc3ccccc32)c1=O)Nc1ccc(F)cc1F	-15%
CCCCCCOc1ccc(C2C(=O)N(C3CCCCC3)CC(=O)N2CCCC)cc1 (configuration not stated)	-2%
CCOc1ccc(C(=O)c2cn(Cc3cccc(OC)c3)c3cc4c(cc3c2=O)OCO4)cc1	0%
CC1=C(c2ccc(C(C)C)cc2)S(=O)(=O)N=C1N1CCC(C(=O)NCCc2ccco2)CC1	-7%
CCOc1cc(-c2nnc(SCC(=O)NCc3ccc(C)cc3)nc2-c2ccc(OC)c(OCC)c2)ccc1OC	2%
CCOc1ccc(Nc2nc3ccccc3c3nnc(CC)n23)cc1	-4%
COc1ccc(CNCCSc2nnnn2-c2ccccc2)cc1	-7%
CCc1ccc(-n2c(SCc3ccccc3Cl)nc3[nH]ncc3c2=O)cc1	-8%
COc1ccc(NC(=O)Cn2nnnc2-c2ccccc2F)c(C)c1	-4%
Cc1oc2ccc(O)c(CN3CCOCC3)c2c1C(=O)Nc1cccc(C(F)(F)F)c1	-6%
COc1ccccc1-n1c(=O)c2c3c(sc2n(C)c1=O)CN(C(C)=O)CC3	0%
CCOc1ccc(-c2nnc(SCC(=O)Nc3cccc(Cl)c3C)o2)cc1	13µM*
CCOc1ccc(C(=O)NCCc2sc3nc(-c4ccc(Cl)cc4)nn3c2C)cc1OCC	2%
O=C(Nc1cccc(C(F)(F)F)c1)c1cc(-c2ccc(Cl)s2)nc2ccccc12	5%
Cc1cc(C)cc(NC(=O)CN2C(=O)c3ccccc3Sc3ccc(C(=O)N4CCOCC4)cc32)c1	-8%
O=C(Nc1ccccc1C(F)(F)F)C1CCN(S(=O)(=O)c2ccccc2)CC1	-8%
CC(=O)c1ccc(NC(=O)CSc2ccc3nnc(CCNS(=O)(=O)c4ccc(C)cc4)n3n2)cc1	4%
CCc1ccc(-c2cn3c(n2)sc2cc(C(=O)NCC(C)c4ccccc4)ccc23)cc1 (configuration not stated)	-14%
Cc1cc(C)c(NC(=O)c2cc(S(=O)(=O)N3CCCC3)cn2C)c(C)c1	3%
CCn1cc(S(=O)(=O)c2ccccc2)c(=O)c2cc(C)ccc21	-6%
COc1ccc(N2CCN(c3csc4ccccc4c3=O)CC2)cc1	?
CCc1ccccc1NC(=O)CSC1=Nc2ccccc2C2=NC(Cc3ccccc3)C(=O)N12 (configuration not stated)	-6%
CCN(CC)c1ccc(NC(=O)C(NS(=O)(=O)c2cccs2)C(C)C)c(C)c1 (configuration not stated)	-7%
CCOc1ccc(-c2nc(CSCC(=O)N3CCN(c4cccc(C(F)(F)F)c4)CC3)c(C)o2)cc1	-3%
O=C(Cn1c(-c2cccs2)cc2cc(F)ccc21)N1CCN(c2ccccc2)CC1	-7%
CCOc1ccc(CCNC(=O)CCc2c(C)nc3c4c(C)cc(C)nc4nn3c2C)cc1	-5%
CCn1c(C)c(C)c2cc(C(=O)NCc3ccc(F)cc3)ccc21	-3%
Cc1ccc(C(=O)Nc2ccc(C(=O)O)cc2)cc1S(=O)(=O)Nc1ccccc1	-17%
CC(C)(C)OC(=O)N1CCC(c2c(C(=O)Nc3ccc4c(c3)OCO4)cnn2-c2ccc(F)cc2F)CC1	?
CCC(=O)N1CCc2cc(S(=O)(=O)NC(CC(C)C)C(=O)NCCc3cccc(C)c3)ccc21 (configuration not stated)	-1%
COC(=O)C(CCSC)Nc1ncnc2onc(-c3ccc(F)cc3)c12 (configuration not stated)	1%
O=S(=O)(Nc1ccc(-c2ccc(N3CCCC3)nn2)cc1)c1ccc(OC(F)(F)F)cc1	?
Cc1ccc(-c2nc3ccc(Br)cn3c2Nc2ccc3c(c2)OCO3)o1	3%
CCOC(=O)CN(Cc1ccccc1)C(C(=O)NC1CCCCC1)c1ccc(C)cc1 (configuration not stated)	-5%
CC(=O)c1ccc(NC(=O)c2nc3ccccc3nc2N2CCCCC2)cc1	-9%
O=C(NCCc1csc(-c2cccc(F)c2)n1)c1ccc(Br)o1	?
COc1ccccc1OCC(=O)Nc1nc2c(s1)CC(C)CC2 (configuration not stated)	?
CCOc1ccccc1NC(=O)C(=O)NCCc1sc(-c2cccc(F)c2)nc1C	4%
CC(C)c1ccc(S(=O)(=O)c2nnn3c2nc(N2CCCCC2)c2sccc23)cc1	-2%
Cc1ccc(CN(Cc2ccco2)C(=O)c2ccccc2Br)o1	-17%
O=C(CCn1ccc2cc(S(=O)(=O)N3CCCC3)ccc21)NCc1cccc(Cl)c1	-7%
COc1cc(Cn2c(=O)sc3ccccc32)ccc1OC(C)C	-15%
Cc1nc2nc(NCc3ccc(Br)cc3)[nH]n2c(=O)c1Cc1ccccc1	?
COc1ccc(CNC(=O)CN2N=C(c3ccccc3)CCC2=O)c(OC)c1	2%
Cc1cc(C)cc(NC(=O)C(=O)NCC(c2cccnc2)N2CCc3ccccc32)c1 (configuration not stated)	2%
COc1cc(NC(=O)COCc2cc(-c3ccc(F)cc3)on2)cc(OC)c1OC	-1%
Cc1nn2c(=O)cc(COC(=O)c3ccc(NC(=O)COc4ccccc4F)cc3)nc2s1	1%
Cc1cccc(NC(=O)CSc2nc3n[nH]c(C)c3c(=N)n2-c2cccc(Cl)c2)c1	-6%
CCOC(=O)N1CCc2c(sc3c2C(=O)NC(c2ccccc2F)N3)C1 (configuration not stated)	-10%
CCc1cccc(C)c1NC(=O)c1ccc2c(c1)CCN2S(=O)(=O)c1ccc(Cl)cc1	-2%
Cc1ccc(S(=O)(=O)NCC(c2ccco2)N2CCN(c3ccccc3F)CC2)cc1 (configuration not stated)	3%
Cc1ccc2c(C)c(C(=O)N(Cc3ccc(N(C)C)cc3)Cc3ccco3)oc2c1C	3%

Overlap with the part before: 2 compounds, followed by the next part.
SMILES	FLuc modulator
Cc1ccc(S(=O)(=O)NCC(c2ccco2)N2CCN(c3ccccc3F)CC2)cc1 (configuration not stated)	3%
Cc1ccc2c(C)c(C(=O)N(Cc3ccc(N(C)C)cc3)Cc3ccco3)oc2c1C	3%
COc1cc(/C=C/c2nc(C#N)c(N3CCC(C)CC3)o2)cc(OC)c1OC	?
Cc1ccc(-c2nc(CCNC(=O)C(=O)Nc3c(C)cccc3C)cs2)cc1	1%
Cc1cc(C)c2nc(N(Cc3cccnc3)C(=O)c3ccc(S(=O)(=O)N(C)C)cc3)sc2c1	-1%
COc1ccccc1NC(=O)c1c(C)cc(C)nc1SCC(=O)Nc1cccc(C)c1	1%
COC(=O)c1cccc(Nc2c(-c3ccc(O)cc3)nc3nc[nH]n23)c1	?
CC(=O)Nc1ccc(C2Sc3ccccc3NC3=C2C(=O)c2ccccc23)cc1 (configuration not stated)	?
CCc1ccc(CSc2nc(-c3ccccc3F)nc3c2Cc2c(CO)cnc(C)c2O3)cc1	0%
Cc1nn(CC(=O)NCCc2ccccc2)c(=O)c2nn(-c3ccccc3)c(C)c12	-10%
COc1ccc(N2CCN(C(=O)c3cn(C4CCCCC4)c(=O)c4c3c3ccccc3n4C)CC2)cc1	-1%
COC(=O)c1ccc(NC(=O)C(=O)NCCc2csc(-c3ccc(F)cc3)n2)cc1	-4%
COc1ccc(CNC(=O)CS(=O)Cc2nc(-c3cccc(C)c3)oc2C)cc1 (configuration not stated)	-18%
CCOC(=O)N1CCN(Cc2nc3cc(NC(=O)c4ccc([N+](=O)[O-])cc4)ccc3n2C(C)C)CC1	-1%
CCn1c(=O)c2sccc2n2c(CCCC(=O)N3CCN(c4cc(Cl)ccc4C)CC3)nnc12	4%
CC(Oc1ccccc1)C(=O)Nc1ccccc1C(=O)OCc1cc(=O)n2nc(C3CC3)sc2n1 (configuration not stated)	-2%
CCN(c1ccc(C)cc1)S(=O)(=O)c1nnc(NC(=O)c2cccs2)s1	13µM*
COc1ccccc1N1CCN(C(=O)CSc2nc3ccccc3nc2Cc2ccc(F)cc2)CC1	6%
CCc1cccc(C)c1NC(=O)C1CCN(c2nnc(C)c3c(C)n(-c4ccccc4)nc23)CC1	0%
O=C(Nc1cc(C(F)(F)F)ccc1Cl)c1cc(-c2cccs2)nc2ccccc12	5%
CCOC(=O)c1c(NC(=O)c2ccc(OC)cc2)sc2c1CCCCC2	-2%
Cc1ccc(S(=O)(=O)c2nc(-c3cccs3)oc2SC(C)c2ccccc2)cc1 (configuration not stated)	2%
COc1cccc(NC(=O)CN(Cc2ccccc2)S(=O)(=O)c2ccc3nc(C)sc3c2)c1	-2%
CCc1nn(CC(=O)NC(C)c2ccccc2)c(=O)c2cc3sccc3n12 (configuration not stated)	-1%
CCc1cc(=O)oc2c(C)c(OCC(=O)Nc3ccc(S(=O)(=O)N(CC)CC)cc3)ccc12	5%
Cc1ccc(-c2nnc(Nc3cccc(O)c3)c3ccccc23)cc1S(=O)(=O)NCC1CCCO1 (configuration not stated)	?

In the list so far, 8 contain a furan ring, fused or not:
SMILES	FLuc modulator
O=C(Cn1cnc2c(oc3ccccc32)c1=O)Nc1ccc(F)cc1F	-15%
CC1=C(c2ccc(C(C)C)cc2)S(=O)(=O)N=C1N1CCC(C(=O)NCCc2ccco2)CC1	-7%
Cc1oc2ccc(O)c(CN3CCOCC3)c2c1C(=O)Nc1cccc(C(F)(F)F)c1	-6%
Cc1ccc(-c2nc3ccc(Br)cn3c2Nc2ccc3c(c2)OCO3)o1	3%
O=C(NCCc1csc(-c2cccc(F)c2)n1)c1ccc(Br)o1	?
Cc1ccc(CN(Cc2ccco2)C(=O)c2ccccc2Br)o1	-17%
Cc1ccc(S(=O)(=O)NCC(c2ccco2)N2CCN(c3ccccc3F)CC2)cc1 (configuration not stated)	3%
Cc1ccc2c(C)c(C(=O)N(Cc3ccc(N(C)C)cc3)Cc3ccco3)oc2c1C	3%

The listing picks up, repeating the 2 entries before the break.
SMILES	FLuc modulator
CCc1cc(=O)oc2c(C)c(OCC(=O)Nc3ccc(S(=O)(=O)N(CC)CC)cc3)ccc12	5%
Cc1ccc(-c2nnc(Nc3cccc(O)c3)c3ccccc23)cc1S(=O)(=O)NCC1CCCO1 (configuration not stated)	?
CCCSc1nc2sc3c(c2c(=O)n1-c1ccc(C)cc1)CCCC3	2%
CC(=O)Nc1nonc1-c1nnc(SCC(=O)Nc2cccc(F)c2)n1-c1ccccc1	-10%
CC(=O)c1ccc(N2CCN(C(=O)CCC(=O)Nc3ccc4nc(N5CCCCC5)cc(C)c4c3)CC2)cc1	?
O=C(Nc1ccc(F)cc1Cl)c1cnc(N2CCOCC2)c2ccccc12	-9%
COc1cccc(N2CCN(C(=O)c3cccn3-c3nnc(N4CCCCC4)s3)CC2)c1	6%
CNC(=O)C1CCC(Cn2c(=O)c3sccc3n(CC(=O)Nc3ccc(C)cc3C)c2=O)CC1 (configuration not stated)	-4%
Cc1cc(C)cc(NC(=O)c2c(C)oc3nc(C)nc(N4CCCC4)c23)c1	15%
Cc1ccc2c(c1)N(C(=O)NCc1ccccc1)CCO2	-1%
CN(C)c1ccc(Nc2ncnc3c2c(-c2ccccc2)cn3-c2cccc(Cl)c2)cc1	-3%
Cc1ccc2oc(C(=O)N(Cc3sccc3C)C3CCS(=O)(=O)C3)c(C)c2c1 (configuration not stated)	-13%
O=C(CN1CCN(Cc2ccc(F)cc2Cl)S1(=O)=O)Nc1ccc(F)cc1	2%
COc1ccccc1NC(=O)CSc1nc2ccccc2c(=O)n1CCC(=O)NC1CCCCC1	0%
CCOC(=O)c1nc(Nc2ccc(Cl)cc2)c2c(C)noc2n1	1%
CCOc1ccc(OCC)c(Nc2nc3ccccc3n3nnnc23)c1	-4%
Cc1ccc(SCc2nc(-c3ccc(C(=O)NCC(C)c4ccccc4)cc3)oc2C)cc1 (configuration not stated)	-12%
COc1ccccc1N1CCN(c2ncc3c(n2)CCN(Cc2ccc(C)s2)C3)CC1	-7%
CN1CCN(C(=O)C(=O)Nc2c3c(nn2-c2cccc(Cl)c2)CSC3)CC1	1%
O=S(=O)(Nc1ccc(-c2ccc(N3CCCC3)nn2)cc1)c1ccccc1Cl	?
Cc1cc(C)c(Cn2c(=O)n(Cc3ccccc3)c(=O)c3c(C)c(C)sc32)c(C)c1	0%
Cc1oc2c(cc(NS(=O)(=O)c3ccc(F)cc3)c3ccccc32)c1C(=O)OCc1ccccc1	-16%
COc1ccc(-c2cc3ccc(O)c(CN4CCOCC4)c3oc2=O)cc1	?
COc1cc(OC)c(Nc2cc(C)nc3ncnn23)cc1Cl	-1%
Clc1ccc(CCNc2ncnc3c2c(-c2ccccc2)cn3-c2ccccc2)cc1	4%
CCc1ccc2ncc(S(=O)(=O)c3ccc(Cl)cc3)c(N3CCN(CC)CC3)c2c1	-1%
COc1ccc(Nc2cc(C(=O)NCCc3ccc(C)cc3)c3ccccc3n2)c(OC)c1	?
COc1ccc(Cl)cc1NC(=O)c1c(NCc2ccc(C)o2)sc2c1CCC(C)C2 (configuration not stated)	-7%

This is a subset; rates above refer to the full screens.
